Screening results (PubChem BioAssay)
Calpain2 inh – inhibitors of pig calpain II, primary screen, biochemical, fluorogenic peptide substrate, 1536-well; 220,000 tested, 0.37% active; purified calpain II, 30 min; inhibition, % at 16 µM;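 active = inhibition above about 50%, limit read from the data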
NCF1 inh – p47phox/p22phox peptide binding inhibitors, primary screen, biochemical, uHTS, NADPH oxidase regulatory subunit; Neutrophil cytosol factor 1 (Homo sapiens), P14598; fluorescence polarization, 2 h; inhibition, % at 24.7 µM; 220,000 tested, 0.53% active;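 active = inhibition above about 30%, limit read from the data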;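 also: 0% = p47phox with labelled peptide and 100% = labelled peptide alone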
Target sequence (P14598 whole entry, looked up): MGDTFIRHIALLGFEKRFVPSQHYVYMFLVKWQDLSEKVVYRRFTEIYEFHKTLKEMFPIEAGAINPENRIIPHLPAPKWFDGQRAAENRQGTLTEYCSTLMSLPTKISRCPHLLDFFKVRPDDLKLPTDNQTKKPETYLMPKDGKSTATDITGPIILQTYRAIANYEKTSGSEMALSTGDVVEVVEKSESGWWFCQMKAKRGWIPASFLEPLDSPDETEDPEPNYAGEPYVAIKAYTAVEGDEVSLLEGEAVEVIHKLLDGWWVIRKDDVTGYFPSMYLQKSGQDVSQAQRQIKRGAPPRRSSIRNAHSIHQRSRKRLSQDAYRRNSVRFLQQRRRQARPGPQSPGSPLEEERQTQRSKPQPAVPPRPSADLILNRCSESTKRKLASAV
EBV gp42 block – Epstein-Barr virus gp42 inhibitors, primary screen, biochemical, uHTS, fluorescence polarization. Fluorescence polarization binding assay, mP read-out. inhibition, % (tested at 21.74 µM). 220,000 tested, 0.42% active. Glycoprotein 42 (Epstein-Barr virus (strain AG876)), Q1HVG2. AID 1085, 2008; in the data active = inhibition above about 50%
Tb hexokinase – Trypanosoma brucei hexokinase 1 inhibitors, primary screen, biochemical, G6PDH-coupled NADH absorbance, MLSCN library; 220,000 tested, 0.11% active; AID 1430, 2008; recombinant TbHK1, G6PDH-coupled NADH A340; inhibition, % at 10 µM;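 active = inhibition of 50% or more in the single-dose primary screen; inactive = inhibition below 50%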
Runt-SMMHC FRET – inhibitors of RUNX1 Runt–CBFb-SMMHC binding, primary screen, biochemical, FRET, Cerulean-Runt, Venus-CBFb-SMMHC, uHTS; Runt-related transcription factor 1 (Homo sapiens) + Core-binding factor subunit beta …; Cerulean-Runt/Venus-CBFb-SMMHC FRET ratio 530/480, 1 h; inhibition, % at 20 µM; 220,000 tested, 0.74% active; AID 1434, 2008;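 active = mean inhibition across duplicate retests at 20 µM reaching about 50%, limit read from the data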;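 also: 0% = DMSO wells and 100% = wells with excess untagged CBFb-SMMHC; inhibitors lower the FRET ratio by blocking Runt binding to CBFb-SMMHC; some results filed as inactive read as strong as hits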
p97 inhibitor – inhibitors of human p97 ATPase, primary screen, biochemical | inhibition, % at 8 µM | recombinant p97 ATPase, Kinase-Glo ATP luminescence, 3 h | Transitional endoplasmic reticulum ATPase (Homo sapiens), P55072 | 220,000 tested, 0.42% active; in the data active = inhibition above about 15%;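 also: 0% = DMSO vehicle and 100% = wells lacking enzyme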
Runt-CBFb FRET – inhibitors of RUNX1 Runt–CBFb binding, primary screen, biochemical, FRET, Cerulean-Runt, Venus-CBFb, uHTS; AID 1496, 2009; Cerulean-Runt/Venus-CBFb FRET ratio 530/480, 1 h; inhibition, % at 20 µM; 220,000 tested, 0.46% active;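 active = inhibition over about 50% at 20 µM in the single-dose screen, limit read from the data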;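 also: 0% = DMSO wells and 100% = excess unlabeled CBFb competitor control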
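Buffer or medium: Tris pH 7.5 buffer with BSA. Assay system: Cerulean-labeled Runt domain protein. Amount: each fluorescent fusion protein 100 nM. Read-out basis: loss of energy transfer signal. Incubation: 1 h compound exposure, room temperature. Probe or stimulus: Venus-CBFb binding partner, 100 nM. Detection: FRET, excitation 422 nm, emission at 530 and 480 nm.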
Furin inhibitor – human furin inhibitors, primary screen, biochemical, fluorescence intensity | P09958 | purified furin, fluorogenic substrate cleavage | inhibition, % at 30 µM | 220,000 tested, 0.061% active | AID 463115, 2010; in the data active = inhibition above about 25%; also: inactives centre near -15
Target sequence (P09958 108-714 limits assumed): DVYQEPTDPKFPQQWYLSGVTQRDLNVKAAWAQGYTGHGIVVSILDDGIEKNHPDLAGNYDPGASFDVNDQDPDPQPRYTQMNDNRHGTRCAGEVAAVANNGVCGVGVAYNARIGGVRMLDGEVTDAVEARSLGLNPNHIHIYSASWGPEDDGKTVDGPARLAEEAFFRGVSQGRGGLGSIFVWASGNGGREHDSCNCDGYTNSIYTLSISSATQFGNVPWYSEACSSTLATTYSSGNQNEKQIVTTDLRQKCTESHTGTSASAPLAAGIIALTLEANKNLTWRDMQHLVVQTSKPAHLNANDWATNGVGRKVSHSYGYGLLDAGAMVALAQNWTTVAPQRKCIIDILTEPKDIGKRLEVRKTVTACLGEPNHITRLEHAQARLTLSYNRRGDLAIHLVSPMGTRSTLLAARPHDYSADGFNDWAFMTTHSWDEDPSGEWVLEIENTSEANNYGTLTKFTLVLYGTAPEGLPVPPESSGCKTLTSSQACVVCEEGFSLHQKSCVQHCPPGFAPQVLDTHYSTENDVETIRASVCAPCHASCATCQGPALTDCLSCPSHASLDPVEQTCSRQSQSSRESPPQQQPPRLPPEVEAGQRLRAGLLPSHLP
RBBP9 inh – human RBBP9 inhibitors, primary screen, biochemical, fluorescence polarization, FP-Rh probe, HTS | Serine hydrolase RBBP9 (Homo sapiens), O75884 | recombinant RBBP9 | inhibition, % at 7.94 µM | 220,000 tested, 0.2% active | AID 1515, 2009;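 active = inhibition above the campaign mean of all tested compounds plus 3 SD, cut at about 14% in these data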;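 also: plate controls were DMSO wells with RBBP9 for no effect and wells lacking RBBP9 protein for full effect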
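system = RBBP9 protein | input = RBBP9 at 2.5 µM in dispensed solution, before mixing | measured by = fluorescence polarization (mP), excitation 525 nm, emission 598 nm | incubation = enzyme-compound preincubation 30 min, then probe labeling 45 min, 25 °C | buffer or medium = Tris-NaCl-Pluronic buffer, pH 8.0 | compound = single dose 7.94 µM | also added = FP-Rh probe, 375 nM dispensing solution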
* marks the source's active call; other numbers are inactive results; nt = not tested or not shown; [ ] = remark or other dose.

A first look:
SMILES	Calpain2 inh	NCF1 inh	EBV gp42 block	Tb hexokinase	Runt-SMMHC FRET	p97 inhibitor	Runt-CBFb FRET	Furin inhibitor	RBBP9 inh
N#CC1=C(N)Oc2cc3c(cc2C1c1ccc(Cl)cc1)OCO3 (centres undefined)	10	-15	-6	8	3	0	0	-18[20 µM]	0
CC(C)CC(=O)Nc1ccc(N2CCOCC2)cc1	-5	0	3	-3	-1	1	2	0[20 µM]	-9
C/C(Cc1ccccc1)=N/NC(=O)CCCC(=O)N/N=C(/C)Cc1ccccc1	-1	-13	-13	2	1	4	0	-32	-7
Cc1ccc2nc(SCc3nc4cc(Cl)ccc4c(=O)[nH]3)[nH]c2c1	0	-7	3	-5	-10	-4	-6	-20	-13
COc1ccc(CCNC(=O)C(=O)NCc2cccs2)cc1OC	-4	-3	-10	-8	0	5	0	-20	-2

Results, previewed entries included:
SMILES	Calpain2 inh	NCF1 inh	EBV gp42 block	Tb hexokinase	Runt-SMMHC FRET	p97 inhibitor	Runt-CBFb FRET	Furin inhibitor	RBBP9 inh
N#CC1=C(N)Oc2cc3c(cc2C1c1ccc(Cl)cc1)OCO3 (centres undefined)	10	-15	-6	8	3	0	0	-18[20 µM]	0
CC(C)CC(=O)Nc1ccc(N2CCOCC2)cc1	-5	0	3	-3	-1	1	2	0[20 µM]	-9
C/C(Cc1ccccc1)=N/NC(=O)CCCC(=O)N/N=C(/C)Cc1ccccc1	-1	-13	-13	2	1	4	0	-32	-7
Cc1ccc2nc(SCc3nc4cc(Cl)ccc4c(=O)[nH]3)[nH]c2c1	0	-7	3	-5	-10	-4	-6	-20	-13
COc1ccc(CCNC(=O)C(=O)NCc2cccs2)cc1OC	-4	-3	-10	-8	0	5	0	-20	-2
CCc1ccccc1NC(=O)CSC1=C(C#N)C(c2ccc(O)c(OC)c2)C2=C(CCCC2=O)N1 (centres undefined)	-7	-13	-10	-11	-4	6	8	-4	7
O=C(NCCO)/C(=C\c1ccc2c(c1)OCO2)NC(=O)c1ccc(Br)cc1	28	-11	-12	20	2	5	-2	7	-5
O=C(CSc1nc2c(sc3ccccc32)c(=O)n1CCO)NCC1CCCO1 (centres undefined)	3	-13	-17	-13	4	4	3	-9[20 µM]	-11
CCc1ccc(S(=O)(=O)Nc2ccc(C)c(NS(C)(=O)=O)c2)cc1	-20	-13	-6	-4	3	1	4	-27	-6
CC(N)C12CC3CC(CC(O)(C3)C1)C2 (centres undefined)	2	-61	-17	-7	2	1	1	-3[20 µM]	-4
N#Cc1c(SCC(=O)OCc2ccccc2)nsc1SCC(=O)OCc1ccccc1	2	-18	3	7	-1	1	-1	-16[20 µM]	-6
O=C(NCCOC(=O)c1ccc([N+](=O)[O-])cc1)c1cccnc1	-2	1	6	-1	0	3	-1	-23	-1
Clc1ccc(-c2ccc(/C=N/Nc3nncc(-c4ccccc4)n3)o2)cc1	9	-4	-25	-26	3	-1	0	-3[20 µM]	2
Cn1c2c(c(=O)n(C)c1=O)C1c3ccccc3OCC1C(C)(C)O2 (centres undefined)	11	-4	-8	13	0	4	-2	-16	1
O=[n+]1cc(-c2ccc(Cl)cc2)n([O-])c2c1CCCCC2	7	0	-11	-2	1	8	1	-22	-2
CCCOCCOC(=O)C1=C(C)NC(=O)NC1c1cc(Cl)c(O)c(OC)c1 (centres undefined)	-6	-5	-21	1	4	2	6	-25	0
CCOC(=O)c1ccc2c(c1)[n+](CC)c(C)n2-c1ccccc1	0	15	-27	-1	12	5	-12	-18	4
CN(C)CCOc1ccccc1-c1ccccc1	12	-2	-9	-8	-3	3	2	-1[20 µM]	2
Cc1ccc(NS(=O)(=O)c2ccccc2Cl)c2c1CC(C)(C)O2	23	-21	19	4	-3	-8	-2	-37[20 µM]	-13
O=C(NCc1nc2ccccc2[nH]1)c1cc2ccccc2oc1=O	-42	1	-28	-12	-1	1	2	-17	-10
O=C(NCc1ccccc1)C1=C[C@@H](c2csc3ccccc23)C[C@@H](OCCCCO)O1	12	-29	-12	-9	-1	-1	-1	4	-8
COC(=O)c1ccc(NC(=O)c2ccc(C)cc2)o1	9	4	-12	-1	0	4	7	-15	-4
O=C(Cn1nnc(-c2ccccc2-n2cnnn2)n1)N1CCCCC1	-20	-9	-23	4	5	-5	-2	-9	0
O=C(NC(=S)Nc1cccc2ncccc12)c1ccco1	14	1	-2	-2	0	-1	6	-13	-8
CNC(=O)c1nn(-c2ccc(C)cc2)ccc1=O	-6	-13	-11	-15	-11	0	-1	-17[20 µM]	-12
O=C1CC(C(=O)Nc2cccc(F)c2)n2ncnc2N1 (centres undefined)	-23	-20	-21	2	-4	2	-1	-18	-4
O=S(=O)(CCN(CCS(=O)(=O)C(F)(F)F)CC1CCCO1)C(F)(F)F (centres undefined)	-15	-4	-9	10	-2	6	-1	-21	-11
Cc1ccc(NC(=O)c2cc3nc(C)cc(C)n3n2)cc1	-66	-10	-4	4	3	3	2	-13[20 µM]	-10
CSc1ccc(C(=O)C2CCCN(C(=O)CCCn3cncn3)C2)cc1 (centres undefined)	-13	6	6	-14	0	0	-2	-20	-2
c1ccc(-n2ncc3c2ncn2c(C4CCCCC4)nnc32)cc1	-4	-5	5	9	0	-1	-1	-10	1
COc1ccc(CCNc2cc(=O)[nH]c(N)n2)cc1	-30	-11	-4	4	3	1	2	-27[20 µM]	-2
O=C(/C=C/c1ccccc1)NNC1=NS(=O)(=O)c2ccccc21	27	3	-12	-45	-13	7	-5	-23	2
CCOC(=O)c1[nH]c2ccccc2c1NC(=S)Nc1cccc(C)c1	-7	-13	9	-8	-1	10	-1	-18	-7
CCCC(=O)NNC(=O)CCC(=O)Nc1ccccc1Cl	43	0	-6	0	0	5	1	-18	-4
COc1cccc(CN2CCNC(=O)C2CC(=O)O)c1OC (centres undefined)	-11	2	-17	2	1	5	0	-33	4
COc1ccccc1NC(=S)NNC(=O)c1cc(C)nn1C	-27	-15	-17	-13	-1	-4	2	-13[20 µM]	-14
Cc1nn(C)cc1-c1n[nH]c(=S)n1-c1ccc(F)cc1	10	0	1	-1	21	-3	15	-11	-8
CCN(CC)CC#CCOC(c1ccccc1)c1ccccc1	-32	-15	7	-1	1	-1	-1	-23	0
O=c1[nH]c(CSc2ccccn2)nc2c1cnn2-c1ccccc1	13	-3	-4	6	2	-9	-5	3	-12
CCN(C1CCCCC1)S(=O)(=O)c1cn(C)c(=O)n(C)c1=O	-3	-9	0	-3	0	-2	-1	-21	-1
COc1ccc(-c2nnn(CC(=O)NCc3ccccc3)n2)cc1OC	-9	-12	-9	0	1	1	1	-1[20 µM]	-10
C#CC(=O)N(c1ccc(OC)cc1OC)C(C(=O)NC1CCCC1)c1cccs1 (centres undefined)	-11	-7	-14	-2	2	13	0	-18	-9
CC(C)C(=O)Nc1ccc(Sc2ccc(F)cc2)cc1	20	-7	5	1	-2	-6	0	-12[20 µM]	-10
CCCCCCCn1c(=N)n(CC(O)c2ccco2)c2ccccc21 (centres undefined)	17	-16	-7	23	1	-9	-3	4	-3
O=C(CS(=O)(=O)c1ccccc1)Nc1nc(-c2ccccc2)cs1	15	-14	-5	7	-2	4	3	-17[20 µM]	-19
CCc1c(C)nc2ccc(Br)cc2c1Cl	-9	0	-15	2	1	1	-2	-27[20 µM]	-14
COCCCN1CCN(C2Cc3ccccc3Sc3ccc(Cl)cc32)CC1 (centres undefined)	13	-4	1	-12	-6	-13	-6	-12	-13
CC(=O)Nc1ccc(/C=N\NC(=O)CNS(=O)(=O)c2ccc([N+](=O)[O-])cc2)cc1	31	-7	-18	-7	1	5	-1	-14	-3
O=Cc1cc2ccccc2nc1SCc1ccc(Cl)cc1	-69	-19	3	6	0	5	-2	-2	-9
O=C(CCn1c(=S)[nH]c2cc3c(cc2c1=O)OCO3)N1CCN(C2CCCCC2)CC1	nt	nt	nt	0	nt	3	nt	-27[20 µM]	-7
Cc1occc1-c1nnc(SCc2nnc(-c3ccc(Cl)cc3)o2)n1C	-17	2	-19	4	nt	8	nt	-29	-2
CCCc1nnc(NC(=O)CN2CCN(C)CC2)s1	-10	-5	-3	-6	1	-2	1	-14[20 µM]	17*
O=C(c1ccc([N+](=O)[O-])cc1)N1CCSC1c1cccc(Cl)c1 (centres undefined)	13	-2	-1	-3	2	1	1	-18	-10
COC(=O)CCN(C(=O)c1ccc([N+](=O)[O-])cc1)c1ccccn1	2	3	-7	-3	1	-4	42	-6	-5
CC(=O)Nc1ccc(NS(=O)(=O)c2ccc(Cl)s2)cc1	-22	-206	-1	-6	0	-2	0	-19	-1
CC(=O)NCC1CCCN(Cc2cn(-c3ccccc3F)nc2-c2cc(C)sc2C)C1 (centres undefined)	-33	0	-1	1	-2	3	-1	-21	-5
COCc1nnc(NC(=O)CSc2ccccc2)s1	-9	-17	-10	4	2	-2	2	-11[20 µM]	-6
O=C(CSCc1ccccc1)NNC(=S)Nc1cccc(Cl)c1Cl	8	-10	-9	19	2	3	2	-19[20 µM]	-1
CC(C)(C)c1ccc(CNc2ccc([N+](=O)[O-])cn2)cc1	79*	-144	-25	-4	3	-2	0	-29	-2
O=S(=O)(/N=C(/Nc1ccc(F)c(F)c1F)c1ccccc1)c1ccccc1	11	-4	-11	30	0	6	-4	-2	6

More entries.
SMILES	Calpain2 inh	NCF1 inh	EBV gp42 block	Tb hexokinase	Runt-SMMHC FRET	p97 inhibitor	Runt-CBFb FRET	Furin inhibitor	RBBP9 inh
COc1ccc(Cl)cc1CN1CCOCC1	-15	-11	-10	-6	2	1	2	-15	-15
COCCCNC(=O)c1cc(S(=O)(=O)N2CCOCC2)ccc1SCc1cccc(OC)c1OC	-9	-8	-8	-9	-1	-1	-1	-27	-2
COCCCNC(=O)Cn1nc(-c2ccccc2OC)ccc1=O	-3	3	-13	-4	-2	-1	-1	-15[20 µM]	-10
CCOc1ccc2[nH]c(=O)c(C(c3nnnn3CC3CCCO3)N3CCc4ccccc4C3)cc2c1 (centres undefined)	-92	-9	-8	-9	9	0	27	-18	3
Cc1nnnn1CC(=O)Nc1cccc([N+](=O)[O-])c1	7	-6	-13	3	1	-5	-2	3	-11
CCN(CC)S(=O)(=O)c1ccc2c(c1)nc(SCc1nc3ccsc3c(=O)[nH]1)n2CC	-92	-7	-1	4	3	0	-1	-30	3
O=C1[C@@H]2[C@@H]3C[C@@H]([C@H]4ON=C(c5ccc(Cl)cc5)[C@@H]34)[C@@H]2C(=O)N1C1CCCCC1	-14	-19	5	-1	0	1	0	-7	0
COc1ccc(C(=O)CNc2ccccc2C#N)cc1	20	-9	-5	7	1	-8	-1	-8	-4
CCn1c(SCC(=O)Nc2ccc(C(C)=O)cc2)nc2nc3c(cc2c1=O)CCCC3	-27	7	16	-17	-4	8	0	-10	4
